TPT1 inh – Candida albicans TPT1 enzyme inhibitors, primary screen, biochemical, fluorescence polarization | tRNA 2'-phosphotransferase TPT1 (Candida albicans SC5314) | recombinant caTPT1, FP RNA substrate dephosphorylation | inhibition, % at 5 µM | actives 0.81% (n = 300,000);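 active = inhibition above the mean of all tested compounds plus 3 SD, set per screening campaign, cut at about 24% in these data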;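 note: plate controls were DMSO alone for no effect and ferristatin control at 100 nM for full effect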
Efflux pump inh – inhibitors of Candida efflux pumps in yeast, primary screen, S. cerevisiae, Nile Red, multiplex; S. cerevisiae Candida pump triplex; inhibition, % at 10 µM; actives 0.44% (n = 330,000);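 active = plate passing quality check with inhibition over a set limit, or well fluorescence over plate mean plus 4 SD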;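 note: Nile Red retained in pooled yeast measured as flow cytometry median fluorescence; 0% = buffer negative control and 100% = Enniatin B positive control; higher means more Nile Red kept so more efflux inhibition; some compounds called inactive have numbers as strong as hits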
procasp3 activ – activators of human procaspase-3 D3A mutant, primary screen, biochemical, absorbance, PC-3 D3A mutant, single concentration; recombinant procaspase-3 D3A, Ac-DEVD-pNA absorbance 405 nm; activation, % at 8.5 µM; actives 0.11% (n = 330,000);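 active = activation above the mean of all tested compounds plus 3 SD, cut at about 21% in these data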;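 note: 0% = DMSO alone and 100% = DMSO wells spiked with extra 5 µM PC-3 D3A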
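Technique: 405 nm absorbance of p-nitroaniline, reads at 0 and 120 min; Test system: Procaspase-3 D3A mutant; Incubation: 1 h enzyme-compound preincubation, then 2 h substrate reaction, 25 °C; Repeats: singlicate, each compound tested once; Benchmarks: low control DMSO wells, high control DMSO plus 5 µM PC-3 D3A.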
PP1 counter – PP1-alpha phosphatase inhibitors, primary screen, counter-screen for PP5 inhibitor project, biochemical, fluorescence, OMFP substrate, single point. inhibition, % at 6.7 µM. purified PP1alpha. actives 0.9% (n = 320,000);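 active = inhibition above the mean inhibition of all tested compounds plus 3 SD, computed separately for each screening campaign, cut at about 15% in these data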
Target sequence (P62136 whole entry, looked up): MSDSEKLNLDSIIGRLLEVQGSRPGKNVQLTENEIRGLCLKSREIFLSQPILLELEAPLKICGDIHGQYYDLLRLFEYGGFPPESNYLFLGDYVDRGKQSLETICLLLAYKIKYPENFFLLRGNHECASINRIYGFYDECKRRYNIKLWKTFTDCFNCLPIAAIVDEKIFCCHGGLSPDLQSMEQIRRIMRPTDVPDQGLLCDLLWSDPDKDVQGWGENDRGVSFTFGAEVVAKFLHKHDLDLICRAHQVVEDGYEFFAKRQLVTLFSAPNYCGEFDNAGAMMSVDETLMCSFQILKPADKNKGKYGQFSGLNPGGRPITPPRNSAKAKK
PP5 primary – PP5 phosphatase inhibitors, primary screen, biochemical, fluorescence; Serine/threonine-protein phosphatase 5 (Homo sapiens), P53041; purified PP5c, OMFP substrate fluorescence; inhibition, % at 6.7 µM; actives 0.18% (n = 320,000);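 active = inhibition above the campaign's mean inhibition across all tested compounds plus 3 SD, cut at about 9.5% in these data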;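 note: 0% = DMSO only and 100% = 100 µM cantharidin control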
procasp7 counter – procaspase-7 activators, primary screen, counter-screen for procaspase-3 activator project, biochemical, absorbance, HTS, human; Caspase-7 (Homo sapiens), P55210; recombinant procaspase-7, Ac-DEVD-pNA absorbance 405 nm; D23A/D198A/D206A triple mutant, cannot self-cleave; scale: DMSO 0, 5 µM enzyme 100; activation, % at 8.5 µM; actives 0.093% (n = 330,000); AID 463210, 2010;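 active = percent activation above the screen-wide mean plus 3 SD, cut at about 25% in these data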
Target sequence (P55210 whole entry D23A/D198A/D206A): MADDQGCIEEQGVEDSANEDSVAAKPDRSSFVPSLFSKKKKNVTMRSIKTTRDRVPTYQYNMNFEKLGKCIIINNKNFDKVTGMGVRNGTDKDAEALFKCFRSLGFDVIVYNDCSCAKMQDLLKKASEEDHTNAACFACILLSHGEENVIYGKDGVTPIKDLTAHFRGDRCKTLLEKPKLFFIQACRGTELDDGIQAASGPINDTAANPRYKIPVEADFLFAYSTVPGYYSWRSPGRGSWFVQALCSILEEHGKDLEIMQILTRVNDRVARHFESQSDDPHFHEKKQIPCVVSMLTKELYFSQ
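Assay system: Uncleavable procaspase-7 mutant enzyme | Input: 2 µM procaspase-7 mutant as dispensed | Timing: 1 h compound preincubation, 2 h substrate cleavage, 25 °C | Repeats: One well per compound | Control set: DMSO wells as 0%, DMSO with 5 µM added PC-7 as 100% | Technique: Epi-absorbance of released pNA at 405 nm, two timepoints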
Fh CTSL1 inh – Fasciola hepatica cathepsin L1 inhibitors, primary screen, counter-screen for PFM18AAP inhibitor project, biochemical, QFRET, fluorogenic peptide substrate; recombinant F. hepatica cathepsin L1, Z-Leu-Arg-MCA fluorescence; inhibition, % at 5.96 µM; actives 0.49% (n = 300,000); AID 1906, 2009;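 active = inhibition above the mean of all tested compounds plus 3 SD, set per screening campaign, cut at about 17% in these data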;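 note: 0% = plate median of test compound wells and 100% = 1 µM Z-Phe-Ala-diazomethylketone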
JMJD2C inh – inhibitors of GASC-1 histone demethylase, primary screen, biochemical, fluorescence, DELFIA europium. Lysine-specific demethylase 4C (Homo sapiens), Q9H3R0. GST-JMJD2C(1-420) H3K9me3 demethylation. inhibition, % at 2.35 µM. actives 0.069% (n = 330,000). AID 2099, 2009;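 active = more than half of a compound's replicate wells show inhibition beyond 50%, single wells judged on their own value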;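 note: signal counts dimethyl H3K9 product captured on neutravidin plate; 0% = median of DMSO wells and 100% = 0.3 times that DMSO median; strong numbers were not always called active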
Target sequence (Q9H3R0 1-420 limits assumed): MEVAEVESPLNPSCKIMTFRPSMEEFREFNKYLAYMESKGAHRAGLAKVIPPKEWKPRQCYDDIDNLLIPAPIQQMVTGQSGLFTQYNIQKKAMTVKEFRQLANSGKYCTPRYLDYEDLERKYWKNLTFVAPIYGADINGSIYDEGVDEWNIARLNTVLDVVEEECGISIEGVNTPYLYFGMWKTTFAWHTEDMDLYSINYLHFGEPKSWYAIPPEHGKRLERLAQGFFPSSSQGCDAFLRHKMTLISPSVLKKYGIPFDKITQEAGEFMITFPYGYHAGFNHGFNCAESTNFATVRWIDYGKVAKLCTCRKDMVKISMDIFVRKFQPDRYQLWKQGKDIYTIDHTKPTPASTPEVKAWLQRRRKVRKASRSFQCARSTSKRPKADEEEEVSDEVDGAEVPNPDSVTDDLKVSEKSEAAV
core dimer inh – inhibitors of HCV core protein dimerization, primary screen, biochemical, TR-FRET, high-throughput; TR-FRET GST/Flag-core106 dimerization, 1536-well; inhibition, % at 5 µM; actives 0.33% (n = 300,000);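 active = inhibition above the mean of all tested compounds plus 3 SD, set per screening campaign, cut at about 45% in these data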
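Assay system – GST-tagged and Flag-tagged HCV core protein residues 1-106 · Quantity – core106 proteins, GST 13.5 nM and Flag 17 nM · Benchmarks – unlabelled core106 and no-GST-core106 wells · Read-out basis – percent inhibition of core106 dimerization signal · Detection – time-resolved FRET, ex 340 nm, em 617 and 671 nm · Schedule – 4 h at 22.5 °C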
* marks the source's active call; other numbers are inactive results; . = no result given. Outcome played no part in choosing rows; overall some 2.9% were active at least once.

SMILES | TPT1 inh | Efflux pump inh | procasp3 activ | PP1 counter | PP5 primary | procasp7 counter | Fh CTSL1 inh | JMJD2C inh | core dimer inh
Cc1cc(NC(=O)CCC(=O)N(CCC(C)C)C(C(=O)NC2CCCC2)c2ccccc2C)no1 (stereo unspecified) | -6.0 | 0.2 | 2.4 | 3.7 | 0.9 | -5.7 | 4.4 | 1.0 | 13.1
NC(=O)/C(=N\OC(=O)c1ccco1)c1nc(-c2ccc(Br)cc2)cs1 | 4.7 | 0.1 | -2.5 | 27.2* | 5.2 | 3.2 | -7.2 | 4.5 | -4.8
COc1ccc(OC)c(N=c2ssnc2Cl)c1 | -0.7 | 0.2 | -20.6 | 2.5 | 0.1 | -29.1 | -0.5 | 17.8 | 1.1
Cc1ccc([N+](=O)[O-])cc1NC(=S)NC(=O)c1cccnc1 | -3.8 | -0.4 | -5.8 | -1.1 | 1.7 | -6.4 | -0.3 | 3.7 | -0.9
CC(C(=O)N1CCOCCOCCOCCOCCOCC1)N1C(=O)c2ccccc2C1=O (stereo unspecified) | -4.7 | -0.1 | 10.3 | -1.6 | -1.4 | -10.0 | 3.7 | 42.1 | -6.5
O=C(NCCCO)C12CC3CC(CC(C3)C1)C2 | -9.6 | 0.0 | -0.8 | -5.7 | 1.3 | -7.2 | -3.0 | 0.9 | -7.6
Nc1nc(CN2CCN(C(=O)c3ccco3)CC2)nc(Nc2cccc(Cl)c2)n1 | -3.0 | -0.1 | -3.0 | 2.4 | 2.2 | -13.6 | -0.8 | -0.7 | 2.9
CC(=O)N/C(=C/c1ccc2c(c1)OCO2)C(=O)NCCCO | 4.0 | 0.0 | -2.0 | -4.2 | 0.0 | 11.2 | 7.6 | 3.9 | -5.2
CC(C)Oc1ccc(C(=O)NC2CCS(=O)(=O)C2)cc1 (stereo unspecified) | 4.7 | 0.1 | 7.7 | -3.2 | 0.6 | -0.7 | 1.3 | 5.4 | -1.2
Cc1ccc(C2NC(c3ccc(C)cc3)C([N+](=O)[O-])C(C)(C)C2[N+](=O)[O-])cc1 (stereo unspecified) | 0.4 | 0.3 | 4.4 | 6.3 | 3.8 | 5.2 | -1.0 | -13.4 | 12.1
Cc1cc(C)c(S(=O)(=O)Nc2ccc(O)c(Sc3ncn[nH]3)c2)cc1C | 2.8 | -0.1 | -0.1 | -0.7 | 3.5 | 8.8 | -2.2 | 29.6 | -6.6
NC(=O)COc1c(-c2ccccc2)oc2ccccc2c1=O | 1.3 | 0.0 | 10.0 | -3.9 | 3.1 | 7.8 | -0.6 | 10.5 | -2.9
Cc1[nH]c2ccccc2c1C(=O)C(=O)NC1CC(=O)N(c2ccc(F)cc2)C1 (stereo unspecified) | -0.3 | 0.7 | -3.3 | -7.5 | -1.7 | 6.8 | -1.1 | 2.0 | 0.8
CCCC12CN3CC(C)(CN(C1)C31CCCCC1)C2=O | 8.0 | 0.3 | -10.8 | -0.9 | 6.1 | -5.1 | -2.2 | 16.7 | -2.1
CC(C)NS(=O)(=O)c1ccc(OCC(=O)Nc2cccc(F)c2)cc1 | -2.1 | 0.0 | -5.8 | -6.1 | -0.7 | 1.3 | -0.6 | -5.6 | 4.5
CC(=O)n1cc([C@H]2C=C(C(=O)NCc3ccccc3)O[C@@H](OCCCCO)C2)c2ccccc21 | 3.1 | -0.1 | -0.7 | 9.6 | 2.3 | 6.9 | 3.2 | 1.6 | 9.5
COc1ccc(C(C(=O)NC(C)(C)C)N(C(=O)CNC(=O)c2cccs2)c2ccc(C(C)C)cc2)cc1OC (stereo unspecified) | -2.7 | -0.1 | 1.9 | 0.3 | 1.3 | 0.4 | 6.0 | -2.9 | 5.8
Cc1cccc(NC(=O)CN2C(=O)NC(C)(c3ccc4ccccc4c3)C2=O)n1 (stereo unspecified) | -0.4 | 0.2 | -5.1 | 1.5 | 1.5 | 8.8 | 6.0 | -19.8 | 1.3
CCc1ccc(CN(C)Cc2nc(Cc3ccccc3)no2)nc1 | -0.4 | 0.1 | 7.6 | -1.0 | -0.7 | 5.3 | -3.6 | 0.7 | -3.6
CCNc1ccc(S(N)(=O)=O)cc1[N+](=O)[O-] | -0.9 | -0.3 | -7.0 | -0.8 | 1.2 | -15.3 | 3.0 | 1.7 | -10.3
CCCN(CC(=O)Nc1ccccc1C)C(=O)c1ccc(COc2ccccc2)cc1 | -3.0 | -0.3 | 1.9 | -1.8 | 4.6 | 8.0 | -3.2 | 7.4 | 1.1
Cc1c(C)n(Cc2ccccc2)c2ncnc(NN)c12 | -1.4 | -0.4 | 4.7 | 4.3 | 0.5 | -5.6 | -4.1 | 5.9 | -6.5
O=C(c1ccc(F)cc1)N1CCN(c2ccc(N3CCOCC3)nn2)CC1 | -0.3 | 0.1 | 3.3 | -2.8 | -3.1 | 2.8 | -1.3 | -7.7 | -1.6
COc1ccc(NC(=O)Cn2nnc3sc4c(c3c2=O)CC(C)(C)OC4)cc1 | -3.3 | -0.1 | 6.0 | -4.5 | 2.9 | 5.0 | 1.5 | 1.7 | -6.1
COC(=O)c1ccsc1NC(=O)c1ccco1 | -5.2 | -0.1 | -0.7 | 1.4 | 0.7 | -3.1 | 1.2 | 5.4 | 12.5
The list continues:
SMILES | TPT1 inh | Efflux pump inh | procasp3 activ | PP1 counter | PP5 primary | procasp7 counter | Fh CTSL1 inh | JMJD2C inh | core dimer inh
CCOc1ccc(-c2nc(-c3cccs3)c(CC(=O)O)s2)cc1OC | 0.5 | 0.0 | 5.8 | -1.0 | 0.6 | -3.0 | -0.8 | -1.4 | 3.2
Cc1cc(CNC(=O)CC2C(=O)NCCN2Cc2ccccc2C(F)(F)F)on1 (stereo unspecified) | -8.0 | -0.2 | -5.8 | -6.9 | -2.6 | -4.2 | -1.4 | 6.9 | 4.8
COc1cc(/C=N/N=C2/NC(=O)C(Cc3ccccc3)S2)ccc1O (stereo unspecified) | -3.9 | 0.0 | 4.2 | -2.5 | 0.8 | 4.0 | 0.3 | -3.4 | -3.0
COC(=O)C1=C(C(=O)OC)[C@@H]2N(C)c3ccc(OC)cc3[C@@]23C[C@@H](C(=O)OC)N(C(=O)NCCBr)C3=N1 | -1.1 | 0.0 | -1.1 | -2.6 | -1.0 | 0.6 | -1.5 | 5.5 | 13.2
COc1ccc(S(=O)(=O)N2CCC(C)CC2)cc1OC | 0.3 | 0.0 | 1.6 | -0.6 | 0.7 | 4.6 | -0.9 | 10.9 | 8.7
Cc1ccccc1C(=O)c1cccn1CC(=O)NC1CCCC(C)C1C (stereo unspecified) | -2.0 | 0.1 | -4.3 | 8.1 | 2.2 | 0.0 | 13.7 | 15.2 | 7.1
C=CCOC(=O)C1=C(C)NC(=O)NC1c1cc(Cl)cc(Cl)c1OC (stereo unspecified) | -0.4 | 0.3 | -8.0 | -4.3 | 2.2 | -0.7 | -6.1 | -23.4 | 8.5
CCOC(=O)C1=C(C)N=C2SC(C(=O)OC)=CC(=O)N2C1c1ccc(OC)cc1 (stereo unspecified) | 1.2 | -0.1 | 9.2 | -0.5 | -0.7 | -0.3 | 0.4 | -4.8 | -2.9
CCCOc1ccc(OCCOCCNCc2ccccc2)cc1 | 0.9 | 0.2 | -5.6 | -1.1 | 0.1 | 11.6 | -2.9 | -2.5 | -2.4
COc1ccccc1NC(=O)N1CCN(c2ccc(F)cc2)CC1 | -1.5 | 0.0 | -1.8 | -1.0 | 0.1 | 4.3 | 4.7 | -4.2 | -2.9
Cc1nn(C(=O)c2c([N+](=O)[O-])cnn2C)c(C)c1Cl | -1.4 | 0.2 | -3.5 | 4.3 | 0.6 | 4.0 | -5.9 | 21.0 | -0.7
COc1cc2c(cc1OC)CN(C(=O)CCCN1C(=O)c3ccccc3C1=O)CC2 | 1.6 | 0.1 | 5.6 | -2.5 | -0.9 | 2.5 | -5.4 | -18.3 | 0.9
CCS(=O)(=O)Nc1ccc(-c2ccc(NS(=O)(=O)CC)c(OC)c2)cc1OC | 7.6 | -0.1 | -0.7 | -2.3 | 0.7 | 1.6 | 2.1 | -0.1 | 7.3
CCCCNC(=O)C1CCN(S(=O)(=O)c2ccc3c(c2)CC(C)N3C(=O)C2CC2)CC1 (stereo unspecified) | -0.4 | 0.0 | 3.5 | -4.7 | -2.5 | 5.5 | 2.4 | 7.8 | -4.6
COc1ccc(C2C(C(C)=O)=C(O)C(=O)N2c2nccs2)cc1OC (stereo unspecified) | -3.5 | -0.2 | -4.5 | -2.4 | 1.3 | -6.9 | -2.0 | 6.8 | -9.0
CC1(C)Cc2c(c(-c3ccco3)[nH]c(=O)c2C#N)CO1 | -9.1 | 0.1 | 2.0 | 0.5 | 1.8 | 4.0 | 5.3 | 0.6 | -3.0
COC(=O)N1CCN(c2ccc(Cl)c(Cl)c2)CC1 | 1.1 | -0.1 | -3.4 | 1.7 | -0.3 | 0.3 | -0.9 | 25.5 | 2.4
CCn1c(SCC(=O)NCC2CCCO2)nnc1-c1ccc(Cl)cc1 (stereo unspecified) | -0.3 | -0.1 | 6.3 | -5.7 | 0.3 | 4.0 | -2.3 | -20.0 | -2.2
CCCOc1ccc(C(=O)O/N=C(\CC)c2ccc(C)cc2)cc1 | -1.8 | -0.1 | 9.2 | 1.9 | -1.3 | -6.3 | 0.7 | 1.7 | -0.6
COc1cccc(C(=O)O/N=C(\N)CS(=O)(=O)c2ccccc2)c1 | -4.2 | -0.1 | 2.7 | 1.7 | 0.2 | 0.5 | -0.5 | 1.6 | -18.5
COc1ccc(Cl)cc1C(=O)NNC(=O)COC(=O)CC(NC(C)=O)c1ccccc1 (stereo unspecified) | -1.3 | 0.0 | 9.3 | -2.3 | 1.1 | 3.6 | -5.6 | 7.0 | -3.1
Cc1cccc(NC(=O)COC(=O)CSc2ccccc2)c1C | . | 0.1 | -0.3 | -5.2 | -1.0 | 3.1 | . | 0.6 | .
COc1cccc(CNC(=O)C2CCC(CNc3c(N4CCC(C)CC4)c(=O)c3=O)CC2)c1 (stereo unspecified) | -0.8 | -0.1 | -5.6 | 3.7 | -1.3 | 4.3 | 0.3 | 11.0 | -1.4
O=C(CCN1C(=O)c2ccccc2C1=O)Nc1ccc2c(c1)OCCO2 | -2.7 | 0.0 | 3.7 | -2.6 | -0.4 | 5.6 | 0.4 | -2.1 | -3.8
CCCSc1nc(N)cc(=O)[nH]1 | 0.0 | -0.1 | -9.0 | 0.5 | 0.2 | 2.4 | 3.1 | -16.7 | -6.9
